Bioassay records deposited in PubChem by several laboratories.
Ecoli WT expand = growth inhibitors of E. coli BW25113 wild type | OD600 absorbance | growth inhibition, % at 100 µM | 0.15% of 98,000 active | AID 710;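 active means growth inhibition above about 50% at one test dose, limit read from the data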;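 further: growth measured after 20 h incubation at 37 °C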
CYP2C9 inh = blocks human cytochrome P450 2C9; P11712; CYP2C9 Supersomes, luciferin-H conversion, luminescence; inhibition, % at 5 µM; 20% of 96,000 active; AID 777;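 active means blocking of liver enzyme CYP2C9 beyond about 50% at 5 µM, limit read from the data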; further: values of inactives mirror those of a sister screen read the other way
Target sequence (P11712 whole entry, looked up): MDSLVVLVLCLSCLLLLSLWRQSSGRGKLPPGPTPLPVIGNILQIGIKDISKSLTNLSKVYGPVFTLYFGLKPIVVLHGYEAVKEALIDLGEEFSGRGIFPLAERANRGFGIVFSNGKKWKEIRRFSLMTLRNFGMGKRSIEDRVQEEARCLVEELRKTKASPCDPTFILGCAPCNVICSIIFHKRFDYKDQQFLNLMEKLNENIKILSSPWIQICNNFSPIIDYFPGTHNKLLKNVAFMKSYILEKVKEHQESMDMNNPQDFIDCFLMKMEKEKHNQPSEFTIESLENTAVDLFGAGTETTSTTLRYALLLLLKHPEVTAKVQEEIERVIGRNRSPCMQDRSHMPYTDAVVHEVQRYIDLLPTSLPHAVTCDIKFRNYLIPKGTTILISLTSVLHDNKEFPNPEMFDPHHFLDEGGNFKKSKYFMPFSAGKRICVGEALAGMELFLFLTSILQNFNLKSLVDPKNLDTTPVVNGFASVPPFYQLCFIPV
CYP2C19 inhib = inhibitors of human CYP2C19; P33261; CYP2C19 Supersomes, luciferin-H EGE luminescence, 30 min; inhibition, % at 5 µM; 21% of 96,000 active;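 active means CYP2C19 inhibition above a set limit at 5 µM in the primary screen, cut at about 50% in these data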;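 further: plate controls were negative control wells for no effect and 2.5 mM tranylcypromine positive control for full effect; values of inactives mirror those of a sister screen read the other way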
EphB4 ephrin blk = antagonists of human EphB4-ephrin-B2 interaction | P54760 | EphB4 LBD / TNYL-RAW-Alexa532 peptide, fluorescence polarization | inhibition, % at 7 µM | 0.15% of 97,000 active;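 active means inhibition above the screen-wide mean inhibition plus 3 SD, cut at about 15% in these data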;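 further: 0% = DMSO wells and 100% = excess unlabeled TNYL-RAW peptide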
PostGolgi yeast = growth inhibition of a yeast mutant, post-Golgi transport screen. post-Golgi transport phenotypic cell assay. inhibition, % at 10 µM. 0.9% of 98,000 active. AID 739; in the data active means inhibition above about 30%;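 further: yeast cells grown in 1536-well plates; yeast grown about 18 h at 30C before absorbance read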
Pyk2 oligo antag = Pyk2 (human) oligomerization antagonism. Q293 cells, Pyk2 FERM NanoBiT luminescence; stronger effect = lower value. z-score (the deposit names both 25 µM and 10 µM). 0.83% of 99,000 active;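 active means Z-score of -3 or lower, scaled per plate to the spread of control and sample wells; inactive means z-score above -3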;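 further: negative z-score means lost luminescence so less FERM oligomerization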
PLAP activator = activates human placental alkaline phosphatase; P05187; AID 696; purified PLAP enzyme, luminescent substrate read-out; stronger effect = higher value; activation fold at 20 µM; 1.2% of 96,000 active; in the data active means activation fold above about 2
Target sequence (P05187 whole entry, looked up): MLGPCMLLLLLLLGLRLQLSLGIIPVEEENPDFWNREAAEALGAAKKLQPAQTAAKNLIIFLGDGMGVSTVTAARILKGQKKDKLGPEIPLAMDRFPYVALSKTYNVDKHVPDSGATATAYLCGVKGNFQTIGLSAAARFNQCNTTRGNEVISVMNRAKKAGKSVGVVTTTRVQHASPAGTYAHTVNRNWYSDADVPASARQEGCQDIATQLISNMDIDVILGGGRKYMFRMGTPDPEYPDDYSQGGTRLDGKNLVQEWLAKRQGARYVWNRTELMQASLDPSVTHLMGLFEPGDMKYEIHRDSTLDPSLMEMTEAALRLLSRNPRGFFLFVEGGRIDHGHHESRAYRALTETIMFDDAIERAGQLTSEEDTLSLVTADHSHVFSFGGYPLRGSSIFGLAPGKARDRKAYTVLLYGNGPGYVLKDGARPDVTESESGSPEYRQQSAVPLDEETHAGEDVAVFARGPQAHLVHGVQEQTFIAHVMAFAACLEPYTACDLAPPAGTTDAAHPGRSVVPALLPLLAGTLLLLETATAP
CYP2C19 act = cytochrome P450 2C19 (human) activation. P33261. recombinant CYP2C19, luciferin-H EGE luminescence; stronger effect = higher value; 0 = fully inhibited enzyme, 1 = untreated enzyme. activation factor at 5 µM. 96,000 tested, under 10 active. AID 1025;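 active means activation factor of at least 2 at 5 µM in the primary screen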;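 further: 0 = wells with 2.5 mM tranylcypromine and 1 = vehicle-only wells; values of inactives mirror those of a sister screen read the other way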
CYP2C9 act = CYP2C9 (human) activation | recombinant CYP2C9, luciferin-H conversion, luminescence; stronger effect = higher value; factor 1 = untreated enzyme, 0 = blocked | activation factor at 5 µM | 1.4% of 96,000 active | AID 1024 | P11712;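 active means activation factor of 2 or more for CYP2C9 at a 5 µM dose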;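 further: 0 = sulfaphenazole-blocked wells and 1 = vehicle-only wells; values of inactives mirror those of a sister screen read the other way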
Active calls of the source: *; · = no result given.

The first 2 entries (preview)
| canonical_smiles | Ecoli WT expand | CYP2C9 inh | CYP2C19 inhib | EphB4 ephrin blk | PostGolgi yeast | Pyk2 oligo antag | PLAP activator | CYP2C19 act | CYP2C9 act |
| --- | --- | --- | --- | --- | --- | --- | --- | --- | --- |
| O=S(=O)(c1ccccc1)c1nc(-c2ccco2)oc1NCc1ccco1 | 0 | 29 | 47 | 2 | -7 | -0.33 | 0.9 | 0.5 | 0.7 |
| FC(F)(F)c1cnc(Oc2ccccc2-c2nnco2)c(Cl)c1 | -3 | 23 | 95* | -3 | -3 | -0.52 | 2.3* | 0 | 0.8 |

This part in full, repeating the preview:
| canonical_smiles | Ecoli WT expand | CYP2C9 inh | CYP2C19 inhib | EphB4 ephrin blk | PostGolgi yeast | Pyk2 oligo antag | PLAP activator | CYP2C19 act | CYP2C9 act |
| --- | --- | --- | --- | --- | --- | --- | --- | --- | --- |
| O=S(=O)(c1ccccc1)c1nc(-c2ccco2)oc1NCc1ccco1 | 0 | 29 | 47 | 2 | -7 | -0.33 | 0.9 | 0.5 | 0.7 |
| FC(F)(F)c1cnc(Oc2ccccc2-c2nnco2)c(Cl)c1 | -3 | 23 | 95* | -3 | -3 | -0.52 | 2.3* | 0 | 0.8 |
| C=C(C)CN(CC)C(=O)COc1ccc(S(=O)(=O)Nc2ccc(OC)cc2)cc1 | -2 | 34 | 28 | 0 | 21 | 1.1 | 1.4 | 0.7 | 0.7 |
| CCS(=O)(=O)NCCCc1ccccc1 | 9 | -22 | 1 | 13 | -4 | 0.03 | 1.2 | 1 | 1.2 |
| C=C(c1ccc(O)cc1)c1ccc(O)cc1 | 28 | 98* | 96* | 7 | -14 | -4.6* | 1 | 0 | 0 |
| COc1ccccc1NC(=O)COc1cccc(-n2cnnn2)c1 | 1 | -88 | 42 | · | 6 | 0.44 | 0.8 | 0.6 | 1.9 |
| COc1cc(NC(=O)c2cccs2)c(C(=O)OCC(=O)NCc2ccccc2)cc1OC | 3 | 49 | 17 | 5 | 1 | -0.03 | 1 | 0.8 | 0.5 |
| Cc1ccc(C(=O)N/C(=C\c2ccc(Br)cc2)c2nc(=S)[nH][nH]2)cc1 | 3 | 19 | 4 | 3 | 13 | 0.04 | 1.2 | 1 | 0.8 |
| CCCCCOC(=O)c1ccccc1C(=O)O | -2 | 20 | 9 | · | 3 | 0.32 | 1.1 | 0.9 | 0.8 |
| C=CCSc1nnc2n(CCc3ccccc3)c(=O)c3c4c(sc3n12)COC(C)(C)C4 | -11 | -13 | 25 | 3 | 0 | 1.9 | 1.1 | 0.7 | 1.1 |
| O=C(CN1C(=O)C2CCCCN2C(=O)c2ccccc21)N1CCCc2ccccc21 (stereo not drawn) | -2 | 43 | 47 | 8 | 1 | 0.3 | 1.5 | 0.5 | 0.6 |
| O=C(NCCOC(=O)C1COc2ccccc2O1)C1COc2ccccc2O1 (stereo not drawn) | 3 | 69* | 88* | 3 | -7 | 0.55 | 0.9 | 0.1 | 0.3 |
| CCC(C)NC(=O)C1c2ccccc2C(=O)N1Cc1ccc(OC)cc1OC (stereo not drawn) | -6 | 2 | 8 | 2 | 17 | -0.56 | 0.8 | 0.9 | 1 |
| Cn1cc(S(=O)(=O)N2CCC(Cc3ccccc3)CC2)c(=O)n(C)c1=O | 3 | 24 | 70* | 1 | 7 | · | 1.1 | 0.3 | 0.8 |
| Cc1cccc(N2C(=O)CC(Sc3nc(C)c4c(n3)CCCC4)C2=O)c1 (stereo not drawn) | 3 | -23 | 12 | 5 | 3 | 0.01 | 1.1 | 0.9 | 1.2 |
| CNc1nc(Sc2ccccc2)cc(C(F)(F)F)n1 | 8 | 10 | 26 | -19 | 9 | -0.62 | 1 | 0.7 | 0.9 |
| Cc1ccc(C2(c3ccc(C)cc3)CC2C(=O)Nc2ccc([N+](=O)[O-])cc2O)cc1 (stereo not drawn) | 1 | 75* | 20 | 2 | 101* | -3.4* | 1.1 | 0.8 | 0.2 |
| Cc1cc(C(=O)OCc2nc3ccccc3s2)c(C)o1 | 1 | 6 | 29 | 1 | 17 | 0.61 | 1.1 | 0.7 | 0.9 |
| COC(=O)C1=C(C)N=C2SC(C#N)=C(N)N2C1c1cccc(OC)c1 (stereo not drawn) | 3 | 92* | 96* | 3 | -2 | -1.6 | 1 | 0 | 0.1 |
| CCCCCOc1ccc2oc(=O)c3c(c2c1)CCCN3C(=O)CN1CCCC(C(=O)OCC)C1 (stereo not drawn) | -14 | 94* | 76* | 3 | 9 | -0.37 | 1.5 | 0.2 | 0.1 |
| Cc1ccc(C(=O)CCNc2ccc(F)c(Cl)c2)o1 | -1 | 12 | 66* | · | -2 | 0.59 | 0.9 | 0.3 | 0.9 |
| Clc1ccc(-c2nn3c(C4COc5ccccc5O4)nnc3s2)cc1 (stereo not drawn) | 2 | 12 | 10 | -1 | 14 | 2 | 0.9 | 0.9 | 0.9 |
| O=C1CC(SCCO)C(=O)N1c1ccc(Oc2ccccc2)cc1 (stereo not drawn) | 6 | 4 | 24 | 12 | -5 | 1.3 | 1.3 | 0.8 | 1 |
| Cc1ccc2oc3nc(C)c(C(=O)O)cc3c(=O)c2c1 | -20 | 31 | 60* | 0 | 5 | 0.22 | 0.9 | 0.4 | 0.7 |
| Cc1ccc(CC(=O)N2CCN(c3ccccn3)CC2)cc1 | -13 | 87* | 98* | -2 | 0 | 0.05 | 1 | 0 | 0.1 |
| CCOC1(OCC)C(c2ccc(Cl)cc2)C(C#N)(C#N)C1(OCC)OCC (stereo not drawn) | 3 | 48 | 40 | 3 | -3 | -1.8 | 1.1 | 0.6 | 0.5 |
| COc1ccc(CCNC(=O)C2CCN(S(=O)(=O)c3cc(OC)ccc3OC)CC2)cc1 | -4 | -50 | 34 | 2 | -2 | 0.12 | 1 | 0.7 | 1.5 |
| CNC(=O)N(C1=NCC(C)(C)S1)c1ccc(F)c(Cl)c1 | 7 | 51* | 91* | -7 | 3 | · | 0.9 | 0.1 | 0.5 |
| COC(=O)c1ccc(CS(=O)(=O)c2ccccc2C)o1 | 3 | · | · | -12 | 9 | 0.17 | · | · | · |
| CC1Cc2ccccc2N1C(=O)C1CCCCN1S(=O)(=O)c1ccccc1 (stereo not drawn) | -3 | -90 | 30 | -4 | -7 | -0.89 | 1 | 0.7 | 1.9 |
| O=C(Nc1ccc2c(c1)OCCO2)c1cnc2n(c1=O)CCS2 | 5 | 6 | 7 | -3 | 2 | · | 0.9 | 0.9 | 0.9 |
| Cc1ccc(C)c(NC(=O)C2(C)CC3c4ccccc4C2c2ccccc23)c1 (stereo not drawn) | -7 | -14 | -10 | 2 | 19 | -0.14 | 0.9 | 1.1 | 1.1 |
| C=CCC1c2cccc(C(=O)O)c2C(=O)N1c1ccc(Cl)cc1 (stereo not drawn) | 1 | 39 | -33 | 7 | -7 | -0.17 | 1.1 | 1.3 | 0.6 |
| Cc1oc(-c2nc3ccccc3n2C)cc1C(=O)c1ccccc1 | -18 | · | · | 1 | 5 | -0.45 | · | · | · |
| COc1ccc(C)cc1NC(=O)Nn1cnnc1 | -1 | -20 | -3 | 0 | 3 | 0.53 | 0.9 | 1 | 1.2 |
| COc1ccc(NS(=O)(=O)c2ccc(SC)cc2)c(OC)c1 | -6 | -60 | 87* | 2 | 3 | -0.31 | 0.9 | 0.1 | 1.6 |
| CCn1c(SCC(=O)c2ccc(Br)cc2)nnc1C(C)NC(=O)Cc1ccc(OC)cc1 (stereo not drawn) | -1 | 21 | 16 | 3 | 7 | 0.6 | 0.9 | 0.8 | 0.8 |
| Cc1ccc2c(c1)c(C)c(C)n2CC(O)Cn1nc(C)c(Br)c1C (stereo not drawn) | -8 | 96* | 97* | 7 | 0 | -0.2 | 1.5 | 0 | 0 |
| CSCCC(/C(O)=C(\C#N)c1nc2ccccc2[nH]1)N1C(=O)c2ccccc2C1=O (stereo not drawn) | -16 | 95* | 99* | 2 | 2 | -0.3 | 2* | 0 | 0 |
| Cc1cccc(NC(=O)CSc2nnc(CSc3nc(C)cc(C)n3)n2Cc2ccco2)c1 | 0 | 38 | 34 | 1 | 4 | -0.42 | 1.5 | 0.7 | 0.6 |
| Clc1ccc(SCc2nc3ccccc3[nH]2)cc1 | 6 | 54* | 100* | 0 | 1 | -1.8 | 1.1 | 0 | 0.5 |
| O=C(O)c1cn[nH]c1-n1cnnn1 | -1 | -33 | -18 | -4 | 1 | 1.1 | 1 | 1.2 | 1.3 |
| COc1ccc(N(C(=O)c2ccco2)S(=O)(=O)c2cccc([N+](=O)[O-])c2)cc1 | 1 | 9 | 7 | 0 | -9 | -1.3 | 0.9 | 0.9 | 0.9 |
| CSC1=NCCN1C(=O)c1cccc(Br)c1 | -8 | 4 | 12 | -4 | 2 | 0.14 | 0.9 | 0.9 | 1 |
| CCOC(=O)c1cc2c(=O)n3ccccc3nc2n(Cc2ccccc2)c1=N | -2 | 19 | 15 | 4 | 2 | -0.73 | 1.1 | 0.8 | 0.8 |
| COc1cc(C(O)P(=O)(OC(C)C)c2ccc(N(C)C)cc2)cc(OC)c1OC (stereo not drawn) | 5 | 17 | 43 | -9 | -4 | -0.13 | 1.5 | 0.6 | 0.8 |
| CS(=O)(=O)N(CC(=O)N1CCCC1)c1ccc(OCc2ccccc2)cc1 | 6 | 36 | 42 | 2 | -1 | -1.4 | 1.3 | 0.6 | 0.6 |
| CCN(CC)S(=O)(=O)c1ccc2c(c1)nc(SCC(=O)N1CCCCCC1)n2-c1ccc(OC)cc1 | -14 | 81* | 14 | -1 | -3 | -2.5 | 1.5 | 0.9 | 0.2 |
| O=C(CSc1nnnn1Cc1ccccc1)N1CCN(c2ccccc2)CC1 | 5 | -19 | -4 | -5 | 9 | 1.2 | 1 | 1 | 1.2 |
| Nn1c(Cc2cccc3ccccc23)nnc1SCC(=O)N1CC(=O)Nc2ccccc21 | 1 | -65 | -9 | 5 | 7 | -0.25 | 1 | 1.1 | 1.6 |
| CCC(=O)c1cn(CC(=O)NCc2cccnc2)c2ccccc12 | 5 | 91* | 86* | 5 | -1 | 0.11 | 0.9 | 0.1 | 0.1 |
| O=c1c(-c2ccc(F)cc2)coc2cc(O)ccc12 | 6 | -8 | 27 | -2 | -6 | -0.35 | 1.1 | 0.7 | 1.1 |
| COc1cc2[nH]c(=O)n(CCC(=O)N3CC=C(c4ccccc4)CC3)c(=O)c2cc1OC | -10 | 33 | 18 | -2 | 0 | 1.1 | 1.4 | 0.8 | 0.7 |
| C=CCn1c(=N)c(C(=O)NCCCOC)cc2c(=O)n3cccc(C)c3nc21 | 3 | 6 | 5 | 3 | 14 | 0.38 | 1.3 | 1 | 0.9 |
| Cc1ccc(S(=O)(=O)c2nc(N3CCOCC3)sc2Cl)cc1 | 15 | 6 | 36 | -6 | -3 | -0.68 | 1 | 0.6 | 0.9 |
| CCn1c(COc2ccccc2C)nnc1SCC(=O)N1CCCCC1 | 0 | -16 | 18 | 4 | -8 | -0.1 | 1.1 | 0.8 | 1.2 |
| O=C(Nc1ccc(S(=O)(=O)N2CCOCC2)cc1)c1ccc(Cl)s1 | -7 | 14 | -4 | -13 | 8 | -0.96 | 0.9 | 1 | 0.9 |
| CC(C)(C)C1CCC(=O)C(C2(O)C(=O)Nc3ccccc32)C1 (stereo not drawn) | 8 | -27 | 6 | -8 | 7 | 0.19 | 1 | 0.9 | 1.3 |
| Cc1c(C2OC(=O)C3(CCCCC3)C(=O)C2(C)C)c(=O)n(-c2ccccc2)n1C (stereo not drawn) | -1 | 5 | 30 | 10 | -2 | 0.27 | 1.7 | 0.7 | 0.9 |
| CCc1ccc(NC(=O)CSc2nnc(Cc3cccn3C)n2-c2ccc(F)cc2)cc1 | -15 | 76* | 22 | · | -5 | · | 1.5 | 0.8 | 0.2 |
| Cc1nnc(Nc2ccccc2)n(N)c1=O | 2 | -18 | 8 | 6 | 4 | 1.1 | 0.9 | 0.9 | 1.2 |
| N#C/C(C(=O)NCc1ccco1)=C1/SC(Cc2ccc(Cl)cc2)C(=O)N1c1ccccc1 (stereo not drawn) | -10 | · | · | -1 | -6 | 1.6 | · | · | · |
